Compound activity: PubChem BioAssay, Sanford-Burnham Center for Chemical Genomics
SUMO1 PPI mod = modulators of human SUMO1-mediated protein-protein interactions | P63165 | SUMO1 binding to a labelled peptide, TR-FRET, 1 h | inhibition, % at 20 µM | 360,000 compounds, 0.33% hits | AID 602429; in the data active = inhibition above about 37%
Target sequence (P63165 whole entry, looked up): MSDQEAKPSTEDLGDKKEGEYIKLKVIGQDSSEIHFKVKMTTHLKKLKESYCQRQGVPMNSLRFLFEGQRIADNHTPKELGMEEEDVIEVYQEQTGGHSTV
STEP block = STEP (human) phosphatase inhibition | P54829 | recombinant STEP, OMFP fluorogenic substrate, fluorescence | inhibition, % at 20 µM | 360,000 compounds, 0.25% hits;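 active = inhibition at 20 µM, scaled per plate between control wells, above about 37%, limit read from the data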;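 note: 0% = DMSO with enzyme and substrate and 100% = substrate only without enzyme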
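Test system: STEP tyrosine phosphatase / Reagent: OMFP at 25 µM / Doses: 20 µM, 1% DMSO / Read-out: percent inhibition scaled to no-enzyme and uninhibited-enzyme controls, plate-pattern corrected / Detection: FITC-channel fluorescence of OMFP product / Medium: Bis-Tris buffer pH 6.0, 2.5 mM DTT, 0.005% Tween 20 / Schedule: 20 min at room temperature, dark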
NRP1-CendR mod = modulators of CendR peptide binding to human neuropilin-1. O14786. FAM-RPARPAR peptide binding to NRP-1, fluorescence polarization. inhibition, % at 25 µM. 360,000 compounds, 0.85% hits;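 active = inhibition or corrected inhibition above about 18%, plus a signal ratio from 0.5 to 1.5, limit read from the data, passing the limit was not always enough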; note: strong numbers were not always called active
SKN-1 inh = C. elegans SKN-1 inhibition; inhibition, % at 21.8 µM; C. elegans VP596 Pgst-4::GFP/RFP ratio, acrylamide-induced, 24 h; 360,000 compounds, 0.49% hits;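 active = interference check ratio from 0.5 to 1.5 plus GFP to RFP signal ratio inhibition reaching or exceeding a fixed threshold, cut at about 30% in these data, passing the limit was not always enough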; note: some compounds called inactive have numbers as strong as hits
NadD block = inhibitors of Staphylococcus aureus NadD. purified NadD enzyme, colorimetric absorbance read-out. 360,000 compounds, 0.78% hits. inhibition, % at 20 µM; in the data active = inhibition above about 26%; note: some compounds past the cut are filed as inactive
Rpn11 inh = inhibitors of human proteasome Rpn11. 360,000 compounds, 0.59% hits. O00487. calls only at 20 µM. human 26S proteasome, Ub4-pepOG fluorescence polarization; 20S core pre-blocked with epoxomicin;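 active = inhibition at 20 µM, scaled to each plate's controls, above about 33%, limit read from the data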
Target sequence (O00487 whole entry, looked up): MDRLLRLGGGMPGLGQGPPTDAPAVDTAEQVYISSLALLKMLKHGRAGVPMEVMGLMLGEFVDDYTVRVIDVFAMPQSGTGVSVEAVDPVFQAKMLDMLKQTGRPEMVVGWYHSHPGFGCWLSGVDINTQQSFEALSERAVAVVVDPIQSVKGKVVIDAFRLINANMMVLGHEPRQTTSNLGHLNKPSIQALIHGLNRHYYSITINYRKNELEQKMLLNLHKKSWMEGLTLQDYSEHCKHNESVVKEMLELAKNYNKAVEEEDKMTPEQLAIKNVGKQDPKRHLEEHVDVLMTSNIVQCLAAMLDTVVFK
DNMT1 block = DNMT1 (human) enzyme inhibition; P26358; DNMT1 molecular beacon, Hinp1I cleavage, fluorescence; inhibition (reported as % activation of signal), % at 10 µM; 360,000 compounds, 0.83% hits; in the data active = inhibition above about 50%
Scp1 inh = blocks human Scp-1 phosphatase activity; Q9GZU7; Recombinant Scp1, phosphopeptide, malachite green phosphate absorbance; inhibition, % at 20 µM; 340,000 compounds, 0.88% hits; AID 493091;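 active = inhibition above about 50% at 20 µM, limit read from the data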;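 note: plate controls were DMSO wells with enzyme for no effect and wells lacking enzyme for full effect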
Target sequence (Q9GZU7 76-261 limits assumed): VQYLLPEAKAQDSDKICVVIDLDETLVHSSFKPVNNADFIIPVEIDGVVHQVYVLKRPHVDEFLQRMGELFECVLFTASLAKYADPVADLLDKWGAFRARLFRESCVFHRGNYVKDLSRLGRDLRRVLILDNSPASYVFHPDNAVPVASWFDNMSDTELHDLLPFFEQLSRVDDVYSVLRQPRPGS
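Material – SCP-1 phosphatase catalytic domain, residues 76-261 · Buffer or medium – Acidic Tris acetate buffer with magnesium and detergent · Also added – Phospho 17-mer peptide substrate · Compound – single 20 µM dose, 1% DMSO · Times – 45 min room-temperature reaction, 5 min colour, 30 min stabiliser · Technique – Phosphate-binding colour reagent, absorbance read at 630 nm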
MT1-MMP act inh = inhibitors of human MT1-MMP activation; P50281; HT1080 RFP-PRO-GFP cells, GFP/RFP ratio fluorescence, overnight; percent of plate control window, DMSO zero; GFP/RFP ratio change, % at 20 µM; 360,000 compounds, 0.061% hits;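 active = GFP/RFP ratio change of at least 30% with cell ATP level not reduced by more than half and red fluorescence within 50% of control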; note: strong numbers were not always called active
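Assay system: HT1080 cells carrying an RFP-PRO-GFP reporter | Dosing: Single dose of 20 µM compound, 1% DMSO final | Incubation: Cells overnight before dosing, compound overnight, 37 °C, 5% CO2 | Evaluation: GFP/RFP fluorescence ratio | Control set: DMSO and RFP-L50D-GFP cell wells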
LMPTP inh = LMPTP (human) inhibition; P24666; recombinant LMPTP-A, OMFP fluorogenic substrate, fluorescence intensity; inhibition, % at 20 µM; 360,000 compounds, 0.22% hits; AID 651560;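 active = compounds that cut the enzyme signal by at least half of the control window in the single-dose screen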;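 note: plate controls were DMSO wells with enzyme plus substrate for no effect and substrate without enzyme for full effect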
Target sequence (P24666 whole entry, looked up): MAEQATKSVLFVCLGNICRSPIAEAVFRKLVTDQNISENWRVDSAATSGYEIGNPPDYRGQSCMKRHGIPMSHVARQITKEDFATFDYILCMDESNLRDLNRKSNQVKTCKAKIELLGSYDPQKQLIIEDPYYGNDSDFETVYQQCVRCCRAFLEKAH
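Material: LMPTP-A; amount: 0.625 nM enzyme; doses: single 20 µM dose; times: reaction 50 min, room temperature, dark; technique: fluorescence intensity of OMFP turnover product; benchmarks: no-enzyme and uninhibited controls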
* marks the source's active call; other numbers are inactive results; i = inactive; nt = not tested or not shown; & = joins results of further samples.

#	smiles	SUMO1 PPI mod	STEP block	NRP1-CendR mod	SKN-1 inh	NadD block	Rpn11 inh	DNMT1 block	Scp1 inh	MT1-MMP act inh	LMPTP inh
1	CCOC(=O)c1ccc(S(=O)(=O)N2CCN(C(=O)c3cccc(S(=O)(=O)N4CC(C)OC(C)C4)c3)CC2)cc1 (stereo not drawn)	3	3	-6	10	2	i	7	12	4	2.0
2	CC(=O)c1cnc(Oc2cc(Cl)ccc2Cl)nc1C	-2	0	-2	8	2	i	2	-4	-3	-0.5
3	CC12CCC(C(=O)N(CC(O)CN3CCCCCC3)C1=O)C2(C)C (stereo not drawn)	0	-6	9	0	-6	i	3	-9	-2	-1.1
4	COc1ccc(C(=O)c2nc3c(n2O)CCCCC3)cc1	0	-1	-8	2	-1	i	-3	-2	3	-1.5
5	CC1CC(C)CN(C(=O)COC(=O)c2cc([N+](=O)[O-])ccc2N2CCOCC2)C1 (stereo not drawn)	-8	-1	-7	19	1	i	2	-1	0	-0.8
6	O=C1c2ccccc2NC(c2ccccc2)N1Cc1ccccc1 (stereo not drawn)	3	3	-7	19	-11	i	6	-14	-2	0.9
7	O=S(=O)(c1ccccc1)c1nc(Cc2ccccc2)oc1N1CCOCC1	3	-6	15	-3	-7	i	1	2	-5	-0.8
8	COc1ccc(CN2CCN(Cc3cc4ccccc4o3)CC2CCO)c(F)c1 (stereo not drawn)	-1	5	14	-15	-7	i	2	-5	4	-0.7
9	CNS(=O)(=O)c1ccc(NC(=O)c2csc(C)c2)cc1	8	-2	6	21	7	i	-3	-8	1	-0.5
10	Cc1cc(C(=O)COC(=O)c2n[nH]c3ccccc23)c(C)n1CC1CCCO1 (stereo not drawn)	0	0	8	8	-5	i	-4	-1	1	-1.4
11	CC(C)(C)NC(=O)CSc1nc(Cc2ccccc2)nc2ccccc12	-7	0	10	2	3	i	-3	3	-3	3.2
12	Cc1cc(C)c(NS(=O)(=O)c2ccc3c(c2)n(C)c(=O)n3C)c(C)c1	-3	0	6	-1	1	i	1	-17	-3	1.4
13	N#Cc1c(-c2ccccc2)c(C#N)c2nc3ccccc3n2c1N	-5	-1	-16	2	6	i	-20	-1	1	1.3
14	CC(C)NC(=O)COc1nncc2ccccc12	-1	-2	8	6	-1	i	0	-4	1	-0.4
15	CCc1ccc(C(=O)Nc2nc3ccccc3[nH]2)cc1	4	1	-5	15	-2	i	4	-4	3	1.6
16	O=C(COC(=O)[C@@H]1CCCN1S(=O)(=O)c1ccc(Cl)cc1)NCC(F)(F)F	-3	-2	-8	0	-1	i	-2	-10	1	-0.8
17	O=C(CN1C(=O)CCS(=O)(=O)c2ccccc21)Nc1cccc(Cl)c1	-1	-5	-2	-20	-8	i	3	-11	1	-0.7
18	CC(NC(=O)Nc1ccc(Cl)cc1)c1ccccc1 (stereo not drawn)	3	0	-5	-14	-4	i	1	-6	8	0.4
19	O=C(O)CCCCCn1c(SCc2cc(=O)n3cc(Cl)ccc3n2)nc2ccsc2c1=O	-14	65*	-15	16	6	i	0	0	-1	-0.9
20	COc1ccc(C(=O)N/C(=C/c2cccs2)C(=O)N2CCN(C)CC2)cc1	-5	-1	8	-8	-1	i	1	nt	0	-2.9
21	Cc1ccc(NC(=O)C2CCN(S(=O)(=O)c3ccc4c(c3)NC(=O)CO4)CC2)cc1	6	-1	2	9	-7	i	-3	-3	0	-0.9
22	Cc1oc2c(c(C)cc3oc(=O)c(CC(=O)NCCC(=O)O)c(C)c32)c1C	-5	-2	4	1	0	i	4	12	nt	-5.3
23	COc1ccc2c(c1)CCN=C2Cc1ccc(OC)c(OC)c1	1	-2	0	-6	-6	i	-2	-4	1	-0.8
24	Cc1ccc(C2C(=O)c3ccccc3C2=O)cc1	1	1	8	8	-4	i	-1	-9	3	-1.3
25	O=C(CN1C(=O)c2ccccc2S1(=O)=O)NCCSCc1ccccc1Cl	15	-2	9	0	-6	i	-2	-6	-2	-0.2
26	CCc1ccc(N/C(SCc2cccc(F)c2)=C(/C#N)C(=O)NCc2ccco2)cc1	-3	5	1	9	13	i	-7	-13	-23	1.9
27	CCOC(=O)C1C(=O)CC(C)(O)C(C(=O)OCC)C1/C=C/c1ccccc1 (stereo not drawn)	2	-3	21	4	-6	i	-2	1	0	-1.8
28	O=C(NC1CC1)c1ccc(-c2ccc3nccn3c2)cc1	-8	-3	-8	10	1	i	3	nt	1	2.9
29	CC(Sc1nnc(-c2ccco2)n1C)C(=O)Nc1ccc(N2CCOCC2)cc1 (stereo not drawn)	5	-1	-8	-7	-5	i	1	-5	1	-0.4
30	Cc1cccc(C)c1NC(=O)CN(C)C(=O)c1ccc2c(=O)n3c(nc2c1)CCC3	-3	0	16	11	6	i	1	2	4	-0.1
31	Cc1ccc(S(=O)(=O)Nc2cncnc2NS(=O)(=O)c2ccc(C)cc2)cc1	5	-2	8	14	-2	i	-4	-2	-3	-0.9
32	Cc1cc(C)c2c(-n3cccc3)c(C(=O)NNS(=O)(=O)c3ccccc3)sc2n1	-5	0	4	2	0	i	-1	-10	-4	1.8
33	CSc1nnc(N2C(=O)C(O)=C(C(=O)c3ccco3)C2c2cccc(Cl)c2)s1 (stereo not drawn)	-14	-7	-37	-5	8	i	11	5	-68	4.6
34	COc1ccc(C2CC(=O)c3cc(OC)c(OC)cc32)cc1OC (stereo not drawn)	-1	-2	0	-5	0	i	0	-5	2	-0.8
35	CCc1ccc(CN(C)C(=O)C2CCC(=O)N(CCc3ccc(OC)cc3)C2)nc1 (stereo not drawn)	0	-2	3	2	3	i	2	-1	-4	0.0
36	COc1ccc(-c2nc3c4ccccc4ccn3c2Cc2ccccc2)cc1OC	1	4	-2	4	3	i	-2	nt	-1	5.7
37	O=C(Nc1nc2c(F)cccc2s1)c1ccc([N+](=O)[O-])o1	-15	1	0	-2	0	i	5	2	5	0.0
38	CNC(=O)CSc1nc2cccnc2n1C1CCCCC1	3	0	-2	7	8	i	-13	-6	3	1.5
39	Cc1n[nH]c(=S)n1/N=C/c1ccc(OCc2ccc(Cl)cc2)cc1	1	0	1	-7	11	i	-3	-5	-2	1.6
40	COc1ccc(-c2noc(=O)[nH]2)cc1	-2	-1	5	-1	3	i	2	-11	-5	-1.6
41	COc1ccccc1Nc1ncccc1C(=O)O	6	0	11	-21	-3	i	1	1	7	-0.9
42	CCc1cccc(N(C(=O)c2csnn2)C(C(=O)NC2CCCC2)c2cccnc2)c1 (stereo not drawn)	-4	-3	5	0	2	i	5	-1	1	-1.8
43	O=[N+]([O-])c1ccc2nc(-c3ccc(OC(F)F)cc3)cn2c1	-7	-2	-3	22	-7	i	-9	-8	0	-0.3
44	CCN(CCCNC(=O)C1CCC(=O)N1C1CCCC1)c1cccc(C)c1 (stereo not drawn)	-2	-4	12	16	3	i	-1	1	2	-2.0
45	Cc1cc(=O)oc2c(C)c(OCC(=O)NC3CC(C)(C)NC(C)(C)C3)ccc12	-4	-3	11	13	1	i	2	1	0	0.3
46	COCCCNC(=S)Nc1ccc(N2CCCCC2)cc1	1	4	6	-8	0	i	-3	0	-12	0.7
47	CCN(C(=O)CSc1nncs1)c1c(N)n(Cc2ccccc2)c(=O)[nH]c1=O	-1	-2	8	31	4	i	-1	0	1	0.5
48	O=C1C(Cc2ccccc2)Nc2ncnc(N3CCOCC3)c2N1Cc1ccc(Br)cc1 (stereo not drawn)	5&6	0&3	-2&14	1&11	5&0	i	-1&2	-2	0&1	-0.5&-0.2
49	O=C(c1ccc2c(c1)[nH]c(=S)n1c3ccccc3nc21)N1CCN(c2ncccn2)CC1	0	1	7	10	18	i	41	-15	8	0.1
50	CCCc1cc(=O)oc2cc(C)cc(OCC(=O)NC3CC3)c12	1	0	-3	7	-3	i	5	-3	-2	-1.9
51	O=C(O)CSCc1cnn(-c2ccccc2)c1-n1cccc1	3	4	-2	0	-4	i	2	-3	-1	-0.6
52	Nc1ccc(S(=O)(=O)N2CCCC2)cc1	7	3	3	-1	-3	i	7	-3	-3	-1.8
53	Cn1nnnc1SCC(=O)N1N=C(c2ccc(Cl)cc2)CC1c1ccco1 (stereo not drawn)	-9	-1	16	-2	-4	i	-7	-9	-2	-0.4
54	Cc1nn(C)c(NC(=O)c2ccc([N+](=O)[O-])cc2)c1Cl	-31	-2	3	-1	0	i	-1	0	-4	-1.3
55	Cc1cc(C)cc(C(=O)N(CCc2ccccc2)C2=CC3CCC(C2)N3C)c1 (stereo not drawn)	-2	2	6	5	2	i	0	-6	3	-0.4
56	COc1ccc2c(CC(=O)OCC(=O)Nc3ccccc3[N+](=O)[O-])coc2c1	-20	0	11	8	-9	i	-6	-8	-1	1.0
57	Cc1cc2c(cc1S(N)(=O)=O)S(=O)(=O)CCC2	0	-4	2	18	1	i	1	-6	0	-0.8
58	CC(=O)N/C(=C\c1ccccc1)C(=O)OCc1cc(C)ccc1C	1	-4	-8	-5	-11	i	-2	-5	2	0.9
59	O=C(O)c1cccc(N(CCO)CCO)c1	2	-4	7	4	1	i	-3	2	0	-1.2
60	COc1ccc(NC(=O)c2cccc(N3C(=O)C4C5CCC(C5)C4C3=O)c2)cc1 (stereo not drawn)	5	2	-4	6	-8	i	0	-12	0	-0.8
61	O=C(Cn1c(=O)c2c(ncn2Cc2ccccc2)n(Cc2ccccc2)c1=O)N1CCc2ccccc21	-2	0	-5	7	15	i	-2	-11	-2	2.7
62	COc1cccc(OCC(=O)NC2CCCCCC2)c1	2	0	3	10	-3	i	2	0	2	-0.5

Four consecutive compounds already listed, for reference:
#	smiles	SUMO1 PPI mod	STEP block	NRP1-CendR mod	SKN-1 inh	NadD block	Rpn11 inh	DNMT1 block	Scp1 inh	MT1-MMP act inh	LMPTP inh
59	O=C(O)c1cccc(N(CCO)CCO)c1	2	-4	7	4	1	i	-3	2	0	-1.2
60	COc1ccc(NC(=O)c2cccc(N3C(=O)C4C5CCC(C5)C4C3=O)c2)cc1 (stereo not drawn)	5	2	-4	6	-8	i	0	-12	0	-0.8
61	O=C(Cn1c(=O)c2c(ncn2Cc2ccccc2)n(Cc2ccccc2)c1=O)N1CCc2ccccc21	-2	0	-5	7	15	i	-2	-11	-2	2.7
62	COc1cccc(OCC(=O)NC2CCCCCC2)c1	2	0	3	10	-3	i	2	0	2	-0.5
